CHRM5 antagonist – blocks acetylcholine activation of human M5 receptor | P08912 | actives 0.59% (n = 360,000) | CHO-hM5 cells, Fluo-8 calcium fluorescence, ACh EC80 | AID 624040 | inhibition, % at 3 µM;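 active = inhibition above a per-plate cutoff, the mean of that plate's test compounds plus 3 SD, cut at about 27% in these data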;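 note: 0% = acetylcholine EC80 with DMSO and 100% = DMSO without agonist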
Target sequence (P08912 whole entry, looked up): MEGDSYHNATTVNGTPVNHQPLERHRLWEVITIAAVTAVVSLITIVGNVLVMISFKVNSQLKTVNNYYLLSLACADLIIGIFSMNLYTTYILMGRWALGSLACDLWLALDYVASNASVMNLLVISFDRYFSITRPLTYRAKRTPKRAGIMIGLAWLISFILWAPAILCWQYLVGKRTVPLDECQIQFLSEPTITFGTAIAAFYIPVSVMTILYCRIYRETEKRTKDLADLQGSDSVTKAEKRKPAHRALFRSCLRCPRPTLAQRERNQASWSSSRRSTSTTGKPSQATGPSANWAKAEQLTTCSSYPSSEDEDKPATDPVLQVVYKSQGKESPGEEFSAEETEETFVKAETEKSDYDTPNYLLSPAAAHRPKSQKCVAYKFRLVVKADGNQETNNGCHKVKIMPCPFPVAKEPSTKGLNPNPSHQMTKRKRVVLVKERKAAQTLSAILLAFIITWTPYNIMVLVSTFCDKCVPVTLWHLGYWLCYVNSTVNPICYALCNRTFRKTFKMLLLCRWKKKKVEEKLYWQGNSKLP
CHO-K1 Ca ag – nonselective activator or artifact in parental CHO-K1 cells; Fluo-8 calcium fluorescence; scaled to maximal ATP response, vehicle zero; activation, % at 3 µM; actives 0.48% (n = 360,000); in the data active = activation above about 15%;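 note: untransfected CHO-K1 host cells lacking M1 receptor as counterscreen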
CHRM5 agonist – CHRM5 agonism in calcium assay; P08912; CHO-K1 hM5 cells, Fluo-8 calcium fluorescence; 0% DMSO wells, 100% maximal acetylcholine response; activation, % at 3 µM; actives 0.19% (n = 360,000); AID 624037;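 active = activation above the run's mean over test compounds plus 3 SD, cut at about 23% in these data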;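 note: signal is peak over basal fluorescence ratio across the kinetic read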
CHO-K1 Ca PAM – nonselective activator or artifact in parental CHO-K1 calcium assay | ATP EC20, Fluo-8 calcium fluorescence; 0% at ATP EC20, 100% at ATP max | activation, % at 3 µM | actives 0.02% (n = 360,000) | AID 602247;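 active = activation above the run cutoff, the mean activation of all test compounds plus 3 SD, cut at about 40% in these data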;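 note: peak over basal fluorescence ratio in a 140 s read after ATP addition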
M4 antag – CHRM4 antagonism in calcium assay; P08173; CHO-hM4 cells, ACh EC80, Fluo-8 calcium fluorescence; actives 0.73% (n = 360,000); inhibition, % at 3 µM;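 active = inhibition above its plate's cutoff, the mean inhibition of sample wells plus 3 SD, cut at about 27% in these data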;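 note: 0% = acetylcholine EC80 with DMSO and 100% = DMSO without agonist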
Target sequence (P08173 whole entry, looked up): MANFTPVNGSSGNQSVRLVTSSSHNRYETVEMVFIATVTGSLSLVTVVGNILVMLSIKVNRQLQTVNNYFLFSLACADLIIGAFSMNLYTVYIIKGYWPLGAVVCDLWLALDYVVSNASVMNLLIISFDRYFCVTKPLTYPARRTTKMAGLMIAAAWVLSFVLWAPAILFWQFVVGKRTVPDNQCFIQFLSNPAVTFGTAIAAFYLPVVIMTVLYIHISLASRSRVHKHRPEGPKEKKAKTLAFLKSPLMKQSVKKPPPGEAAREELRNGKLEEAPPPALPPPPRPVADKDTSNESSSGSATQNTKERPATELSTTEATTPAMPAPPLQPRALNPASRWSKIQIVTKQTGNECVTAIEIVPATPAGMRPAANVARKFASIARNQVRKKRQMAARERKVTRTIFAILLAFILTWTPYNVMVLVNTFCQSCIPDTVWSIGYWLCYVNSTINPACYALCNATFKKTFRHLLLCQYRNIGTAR
M4 PAM – potentiates acetylcholine response at human M4 receptor; activation, % at 3 µM; actives 0.4% (n = 360,000); CHO-K1 hM4/Gqi5, Fluo-8 calcium fluorescence, ACh EC20; 0% = ACh EC20, 100% = maximal ACh; P08173;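 active = activation above its plate's cutoff, the mean activation of sample wells plus 3 SD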; note: some results filed as inactive read as strong as hits
CHO-K1 Ca antag – counter-screen for M1 antagonists: effect in parental CHO-K1 cells; ATP-induced calcium, Fluo-8 fluorescence; inhibition, % at 3 µM; actives 0.6% (n = 360,000); AID 602250;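 active = inhibition above a per-plate cutoff, the plate's mean sample inhibition plus 3 SD, cut at about 24% in these data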;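 note: 0% = DMSO plus EC80 ATP and 100% = DMSO alone without ATP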
CHRM4 agonist – agonists of human muscarinic M4 receptor (CHRM4) | actives 0.14% (n = 360,000) | CHO-K1 hM4/Gqi5, Fluo-8 calcium fluorescence; vehicle 0%, full acetylcholine response 100% | activation, % at 3 µM;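 active = activation above the run mean over all test wells plus 3 SD, cut at about 32% in these data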;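 note: peak over basal fluorescence ratio per well then scaled between controls; 0% = DMSO wells and 100% = acetylcholine at EC100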
CHRM5 PAM – CHRM5 positive allosteric modulation; P08912; CHO-K1 hM5, Fluo-8 calcium, ACh EC20 PAM; 0% = ACh EC20, 100% = ACh EC100; activation, % at 3 µM; actives 0.3% (n = 360,000);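 active = activation above the run cutoff, the mean activation of all test compounds plus 3 SD, cut at about 18% in these data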
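Assay system: CHO-K1 hM5 cells. Also added: acetylcholine at EC20 concentration, added after compound. Dosing: 3 µM, single dose. Times: compound preincubation 140 s before EC20 acetylcholine addition. Signal: Fluo-8 calcium fluorescence. Measure: % activation relative to EC20 and EC100 ACh responses. Repeats: singlicate, one well per test compound.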
Starred values were filed as active, the others as inactive.

Preview, 2 compounds:
Values in the order: CHRM5 antagonist | CHO-K1 Ca ag | CHRM5 agonist | CHO-K1 Ca PAM | M4 antag | M4 PAM | CHO-K1 Ca antag | CHRM4 agonist | CHRM5 PAM
CNS(=O)(=O)c1cc(N)ccc1C
→ 11.4 | 0.4 | -2.4 | 3.8 | 0.6 | 6.3 | -8.3 | 1.2 | -3.0
Cc1ccc(N2CC(C(=O)Nc3cccc(F)c3)CC2=O)cc1 (centres undefined)
→ -3.7 | 0.6 | 2.3 | 8.2 | 2.3 | 1.0 | -3.1 | 1.3 | -1.3

The whole of this part, from the start:
Values in the order: CHRM5 antagonist | CHO-K1 Ca ag | CHRM5 agonist | CHO-K1 Ca PAM | M4 antag | M4 PAM | CHO-K1 Ca antag | CHRM4 agonist | CHRM5 PAM
CNS(=O)(=O)c1cc(N)ccc1C
→ 11.4 | 0.4 | -2.4 | 3.8 | 0.6 | 6.3 | -8.3 | 1.2 | -3.0
Cc1ccc(N2CC(C(=O)Nc3cccc(F)c3)CC2=O)cc1 (centres undefined)
→ -3.7 | 0.6 | 2.3 | 8.2 | 2.3 | 1.0 | -3.1 | 1.3 | -1.3
COc1ccc(CC(=O)Cc2ccc(OC)c(OC)c2)cc1OC
→ -0.3 | 0.6 | 1.2 | 11.7 | 3.8 | 4.2 | -17.5 | 0.7 | -0.9
COc1cc(C)ccc1OCCOCCOc1c(C)cc(C)cc1Br
→ 5.3 | -0.2 | -5.9 | 6.3 | 9.2 | -5.2 | -9.8 | -1.0 | -5.0
CCc1ccc(S(=O)(=O)Nc2ccc(Cl)cn2)cc1
→ -10.7 | -0.4 | -7.4 | 21.4 | 0.9 | -0.7 | -4.8 | 0.1 | 4.2
CCOC(=O)c1c(C)[nH]c(C)c1C(=O)COC(=O)/C=C/c1cccc(C(F)(F)F)c1
→ -0.5 | 1.2 | -2.4 | 11.0 | -1.6 | -8.2 | -8.1 | -0.5 | -5.7
O=C(CN1CCc2ccccc2C1)NCC(=O)Nc1ccc(F)cc1
→ 18.6 | 6.6 | 3.0 | 5.5 | 13.7 | -16.4 | -3.5 | 22.1 | -11.9
O=C1S/C(=C\C=C\c2ccco2)C(=O)N1c1ccccc1
→ -3.4 | 8.0 | 1.5 | 22.0 | 3.1 | -0.9 | 2.1 | 3.2 | 2.0
CCNC(=O)c1ccccc1SCC(=O)Nc1ccc(F)cc1
→ 4.4 | -0.1 | 0.0 | 9.2 | -4.4 | 0.8 | 5.9 | 1.0 | 7.2
Cc1ccc(S(=O)(=O)N2CCN(CC(=O)N/N=C\c3ccccn3)CC2)cc1
→ 8.3 | 0.1 | -1.3 | 19.0 | 5.0 | -6.9 | -6.1 | 0.1 | 0.8
CC(C)(C)c1ccc(NC(=O)CNC2CCCc3ccccc32)cc1 (centres undefined)
→ -2.2 | -0.4 | -2.7 | 9.1 | -1.6 | -0.8 | 6.8 | -0.2 | 3.2
CCOC(=O)c1nnn(-c2nonc2N)c1CS(=O)(=O)c1ccccc1
→ -2.1 | 0.6 | 0.7 | -8.4 | 2.8 | -7.1 | 14.0 | 3.6 | 0.1
CCc1nc2c(OCCC3CCCCC3)cccn2c1N(C)C(=O)C1CC1
→ 8.3 | -0.4 | -3.1 | -1.9 | -2.5 | 0.8 | 1.2 | -2.3 | -8.8
CCOC(=O)C1CCN(S(=O)(=O)c2ccc(-c3ccc(=O)[nH]n3)o2)CC1
→ 8.6 | 0.8 | -3.4 | -28.1 | 2.5 | -4.9 | 4.7 | 2.3 | -3.8
O=Cc1ccc(C(=O)O)cc1
→ 0.8 | -0.2 | 2.6 | 7.1 | -16.6 | 8.8 | -15.0 | 1.2 | 1.1
COC(=O)c1[nH]c2ccc(C)cc2c1NC(=O)CN1CCN(C(=O)c2ccccc2)CC1
→ -4.3 | 2.0 | 0.5 | 0.1 | 2.8 | -7.1 | -2.8 | 6.0 | -9.2
CN(CC(=O)Nc1cccc(F)c1)C(=O)COc1ccc2c(c1)CCC2
→ -0.4 | 1.5 | -2.4 | 13.2 | 1.7 | 4.9 | -4.4 | 1.9 | 3.1
COCCn1c(=O)[nH]c2cc(C(=O)NCCN3CCN(c4ccccc4)CC3)ccc2c1=O
→ 10.0 | 0.3 | -2.6 | -1.3 | 6.5 | -5.1 | 4.2 | 0.6 | -3.6
CN(C)c1ccc(-c2n(C)c3ccccc3[n+]2C)cc1
→ -1.6 | -0.4 | -1.8 | -2.3 | 5.8 | 6.6 | 2.6 | 0.3 | 4.1
CC(C)C[C@@]12C(=O)N(c3cccc(F)c3)C(=O)N1[C@H](c1ccc(Cl)cc1)[C@@H]1C(=O)N(C3CCCCC3)C(=O)[C@@H]12
→ 1.7 | 0.4 | 0.9 | 12.0 | -0.1 | -3.3 | -7.3 | 0.5 | 9.3
Cc1ccccc1NC(=O)c1ccc2nc(N3CCOCC3)sc2c1
→ 3.1 | 2.1 | 2.0 | 18.6 | 6.4 | -8.1 | -5.0 | 6.2 | -8.5
O=C(O)CSc1c2c(nc3cc(C(=O)Nc4cccc(C(F)(F)F)c4)ccc13)CCC2
→ 1.5 | 0.4 | -4.3 | 13.0 | -13.2 | 9.8 | -17.9 | 1.8 | -1.2
O=C(COC(=O)c1ccc2c(c1)OCCO2)Nc1cc(Cl)ccc1Cl
→ 1.0 | 0.3 | -10.4 | 11.8 | 7.8 | 0.1 | -7.0 | 0.1 | -10.7
COC1=Cc2c(ccc3ccc(=O)oc23)OC1(C)C
→ 3.5 | -0.2 | -2.3 | 1.6 | -0.8 | 1.3 | 6.2 | -2.8 | 2.0
Nc1c(-c2ccccc2)sc2ccc3ccccc3[n+]12
→ 0.1 | -0.7 | -3.0 | 9.7 | -2.2 | -11.6 | 12.3 | -1.8 | 8.2
CSCCC1(C(=O)O)NC(c2ccccc2O)C2C(=O)N(C(C)C)C(=O)C21 (centres undefined)
→ -0.2 | 0.7 | -0.6 | 28.8 | -15.6 | 7.6 | -13.2 | 1.5 | -0.2
COc1cc(NC(=O)CCc2nnc3ccc(N4CCC(C)CC4)nn23)cc(OC)c1
→ 6.9 | -0.7 | -6.5 | 10.4 | -4.9 | 2.5 | -13.1 | 1.3 | -3.1
COc1cccc(Oc2cn[nH]c2-c2ccc(OC)cc2O)c1
→ 7.8 | -0.4 | -8.3 | 20.9 | 9.5 | -1.3 | -5.1 | 1.4 | -12.0
COc1cccc(CNn2c(-c3cccc(C)c3)nc3ccccc3c2=O)c1
→ 12.7 | 1.8 | -2.2 | 13.4 | 3.9 | -4.8 | -9.5 | 9.0 | -10.3
COc1ccc(C(=O)NCCS(=O)(=O)NCCc2ccccc2)cc1
→ 7.8 | 0.2 | -1.9 | -10.3 | -0.1 | 7.0 | 4.7 | -0.1 | -1.5
O=C(/C=C/c1cccc([N+](=O)[O-])c1)c1cccs1
→ 5.2 | -0.2 | -3.1 | -1.4 | 1.8 | -1.7 | 8.2 | 0.8 | -1.2
CCOC(=O)C1=C(C)N(c2ccc(OC)cc2)C(=O)/C1=C\c1cccs1
→ -7.9 | 1.4 | 1.4 | 15.6 | 1.1 | 0.0 | -0.6 | 4.0 | -2.8
COC(=O)c1ccc(CNC(=O)C(Cc2ccccc2)NC(=O)c2ccccc2)cc1 (centres undefined)
→ 5.0 | 3.4 | 0.7 | 3.7 | -23.0 | 6.4 | -8.7 | 8.2 | -2.2
Cc1c(-c2ccccc2)sc(Br)c1C(=O)N1CCOCC1
→ -11.0 | 0.8 | -12.7 | 17.4 | 5.5 | -0.1 | -7.2 | 0.6 | -2.1
COc1ccc(CN(C)c2ncnc(N)n2)cc1
→ 2.3 | 0.4 | 1.2 | 23.6 | 1.8 | 2.9 | -8.2 | 0.2 | -1.0
NS(=O)(=O)c1cccnc1Nc1cccc(Cl)c1
→ -14.3 | 0.5 | -0.1 | 21.4 | -4.1 | 24.9* | -3.3 | 2.7 | 5.4
Cc1cccnc1NC(=O)c1cccc(S(=O)(=O)N2CCCc3ccccc32)c1
→ 9.3 | 3.0 | -5.1 | -24.0 | 1.5 | -3.8 | 0.1 | 5.1 | -4.1
Cc1cc(=O)[nH]c(SCC2COC3(CCCCC3)O2)n1 (centres undefined)
→ -3.4 | -0.3 | 0.4 | -8.1 | 1.8 | -1.8 | 22.2 | -0.1 | -0.7
COc1ccc(C(=O)c2oc3ccc(OC)cc3c2NC(C)=O)cc1
→ 1.3 | 0.4 | 2.5 | 6.8 | -1.4 | 8.8 | -8.7 | 0.8 | 9.8
Cc1nn(CC(=O)N2CCc3ccccc32)c(C)c1S(=O)(=O)NC(C)(C)C
→ 6.3 | -0.7 | 3.0 | 1.1 | -8.6 | 16.3* | -7.2 | 2.2 | -0.1
COC(CN(C)C(=O)c1ccc2c(c1)NC(=O)c1ccccc1S2)OC
→ 8.3 | 1.2 | 1.0 | -3.4 | 4.2 | -5.7 | -10.0 | 3.9 | -3.5
Cc1ccc(CNc2oc(COc3ccccc3Cl)nc2C#N)cc1
→ -0.3 | 0.0 | -2.9 | 9.7 | -7.3 | -0.9 | -8.3 | 0.1 | -9.8
CN(C)CCCn1cnc2c1c(=O)[nH]c(=O)n2Cc1ccccc1
→ 1.2 | -0.7 | -9.8 | 11.0 | -11.7 | 0.2 | -8.9 | 0.1 | 4.5
CC1CCC2(CC1)Nc1ccccc1C(=O)N2c1ccccc1 (centres undefined)
→ 8.1 | 0.0 | -4.3 | -8.5 | -1.2 | 5.8 | 9.5 | 0.4 | -2.6
Cn1c2ccccc2c2ncn(CCC3=CCCCC3)c(=O)c21
→ -1.5 | 0.0 | -1.7 | 7.9 | -2.7 | 8.1 | 5.9 | -1.3 | 0.4
Cc1ccnc(NC(=O)CC(c2ccccc2)c2ccccc2)n1
→ 8.7 | 4.6 | -4.7 | 20.3 | -0.7 | -0.3 | -15.1 | 0.8 | 3.4
O=C(Cn1nnc(-c2cccs2)n1)NCc1cccs1
→ -3.8 | 0.2 | 3.5 | -0.3 | -5.2 | 2.5 | -15.3 | 1.3 | 2.0
CCCc1nc2sc3c(c2c(=O)n1NC(=O)c1ccco1)CC(C)(C)OC3
→ -3.1 | -0.2 | 0.3 | 4.4 | -0.6 | 8.9 | -3.7 | 0.3 | 6.3
O=C(CSc1nnc(NC(=O)C2CC2)s1)NCc1ccc(F)cc1
→ -4.7 | -0.1 | -5.6 | 5.1 | 1.1 | 5.5 | 2.0 | 0.6 | -0.3
O=C(Nc1cccc(OC(F)(F)F)c1)[C@@H]1O[C@H](CO)[C@H](O)[C@H](O)[C@H]1O
→ 2.7 | 0.0 | -0.8 | -0.9 | -1.3 | 2.3 | 14.3 | 0.2 | 1.9

(list continues)
Values in the order: CHRM5 antagonist | CHO-K1 Ca ag | CHRM5 agonist | CHO-K1 Ca PAM | M4 antag | M4 PAM | CHO-K1 Ca antag | CHRM4 agonist | CHRM5 PAM
CCOc1ccc(/C(O)=C2/C(=O)C(=O)N(c3nc(C)c(C)s3)C2c2ccco2)cc1 (centres undefined)
→ -2.4 | 0.0 | 0.1 | 13.2 | -15.3 | 12.1 | -2.9 | 0.6 | 3.2
O=C(CSc1nnnn1-c1ccc(Cl)cc1)N1CCc2ccccc2C1
→ 3.0 | 1.2 | -3.3 | 13.4 | -4.7 | 4.3 | -23.6 | 2.9 | -0.6
CC(=O)Nc1cccc(-c2cc3nc(NCc4cccnc4)n(C)c(=O)c3s2)c1
→ -2.7 | 0.3 | 0.8 | 1.3 | 3.5 | 2.3 | -16.2 | 0.5 | 0.5
COCCSc1ccccc1C(=O)NCc1ccco1
→ -3.1 | 1.0 | -1.3 | 12.8 | -5.2 | 9.3 | -21.3 | 1.2 | 2.6

Screening results: PubChem BioAssay, The Scripps Research Institute Molecular Screening Center
